AmpC no deterg: inhibitors of E. coli AmpC beta-lactamase without detergent; P00811; AmpC nitrocefin hydrolysis, absorbance 480 nm, 0.0001% Triton; Potency, µM (top dose mostly 57.1 µM), for the others: at the highest dose activity change, negative = inhibition, actives largely listed as inhibitors; hit rate 0.52% among 330,000; AID 485341;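 also: potency is read from the fitted curve at half-maximal effect; plate controls were no compound for no effect and no enzyme for full effect; nearly all actives have a fitted effect of over 20% in size; some results filed as inactive show a strong effect at the top dose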
Target sequence (P00811 whole entry, looked up): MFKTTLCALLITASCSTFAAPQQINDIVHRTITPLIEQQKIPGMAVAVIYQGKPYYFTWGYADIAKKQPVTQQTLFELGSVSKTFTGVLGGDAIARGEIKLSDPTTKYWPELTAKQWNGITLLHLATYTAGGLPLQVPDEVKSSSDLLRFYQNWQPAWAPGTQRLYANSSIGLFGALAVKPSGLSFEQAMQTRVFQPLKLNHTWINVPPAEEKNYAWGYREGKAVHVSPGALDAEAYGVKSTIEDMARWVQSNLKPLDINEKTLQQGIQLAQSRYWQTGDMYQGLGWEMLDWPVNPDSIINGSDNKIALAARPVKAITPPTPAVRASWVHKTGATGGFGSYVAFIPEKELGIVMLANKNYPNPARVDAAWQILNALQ
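AmpC (5.3 nM in the dispensed reagent) in 20 mM phosphate pH 7.0 with 0.01% (detergent screen) or 0.0001% Triton X-100 was preincubated with compounds for 15 min at room temperature. Nitrocefin was then added from an 800 uM solution, and hydrolysis was followed at 480 nm.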
AmpC inh detg: AmpC beta-lactamase inhibition with detergent present | AmpC hydrolysis of nitrocefin, absorbance 480 nm, 0.01% Triton | hit rate 0.041% among 370,000 | Potency, µM (series often up to 114 µM), inactives show at the top dose activity change, negative = inhibition, hits mostly inhibitors;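 also: potency is read from the fitted curve at half-maximal effect; 0% = no-compound wells and -100% = no-enzyme wells; nearly all actives have a fitted effect of over 25% in size; some results filed as inactive show a strong effect at the top dose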
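20 mM phosphate pH 7.0 + 0.01% (detergent screen) or 0.0001% Triton X-100; 5.3 nM AmpC reagent; cpd preinc 15 min RT; nitrocefin (800 uM stock) to start; A480 q20 s × 4 min; Activity was normalised to no-enzyme and no-compound control wells.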
LmPK inh: inhibitors of Leishmania mexicana pyruvate kinase; Q27686; purified LmPK, Kinase-Glo ATP luminescence, 1 h; Potency, µM (doses to about 57.5 µM), for the others: at the highest dose activity change, negative = inhibition, usual class: inhibitors; hit rate 0.37% among 290,000; AID 1721; also: potency is read from the fitted curve at half-maximal effect
Target sequence (Q27686 whole entry, looked up): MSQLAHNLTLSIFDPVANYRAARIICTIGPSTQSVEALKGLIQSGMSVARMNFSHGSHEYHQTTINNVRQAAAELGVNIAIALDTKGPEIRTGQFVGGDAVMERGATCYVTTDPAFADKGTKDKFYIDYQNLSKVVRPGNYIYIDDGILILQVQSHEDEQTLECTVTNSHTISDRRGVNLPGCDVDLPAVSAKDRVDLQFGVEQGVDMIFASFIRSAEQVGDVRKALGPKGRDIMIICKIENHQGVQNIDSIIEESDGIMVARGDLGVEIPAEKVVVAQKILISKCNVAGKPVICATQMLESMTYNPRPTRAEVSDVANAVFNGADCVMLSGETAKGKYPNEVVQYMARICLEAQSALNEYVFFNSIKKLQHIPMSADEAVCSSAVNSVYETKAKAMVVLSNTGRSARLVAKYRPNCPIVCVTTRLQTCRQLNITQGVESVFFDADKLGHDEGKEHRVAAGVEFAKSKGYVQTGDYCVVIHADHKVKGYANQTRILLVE
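ATP generated from ADP (0.1 mM) and PEP (0.5 mM) by 0.1 nM LmPK over 1 h at room temperature (pH 7.2 imidazole buffer) was detected by coupled luciferase luminescence. Values were normalized to uninhibited and no-enzyme wells.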
AMA1 RON2 block: disrupts binding of P. falciparum AMA1 to RON2; AlphaScreen AMA1-biotinylated RON2 peptide binding; Potency, µM (highest dose often 58.2 µM), for inactives: at the top dose activity change, negative = inhibition, hits mostly inhibitors; hit rate 0.2% among 360,000; AID 720542;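 also: potency is read from the fitted curve at half-maximal effect; 0% = vehicle wells and -100% = peptide control; nearly all actives have a fitted effect of over 45% in size; some results filed as inactive show a strong effect at the top dose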
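AMA1 (3D7) with his tag at 25 nM final met compounds first, then biotinylated RON2 peptide at 25 nM; detection used donor plus acceptor beads, 10 µg/mL apiece, read by AlphaScreen after 30 min at room temperature.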
Sm TGR inh: blocks Schistosoma mansoni thioredoxin glutathione reductase; Q962Y6; purified TGR, DTNB reduction, TNB absorbance 405 nm; Potency, µM (top dose mostly 114 µM), for the others: at the highest dose activity change, negative = inhibition, usual class: inhibitors; hit rate 3% among 360,000; AID 485364; also: potency is read from the fitted curve at half-maximal effect; nearly all actives have a fitted effect of over 60% in size
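First, TGR (20 nM dispensed) and NADPH were mixed with compound. Second, a 15 min room-temperature incubation followed. Third, further NADPH and then DTNB were added to start the reaction. Finally, TNB absorbance was monitored kinetically.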
Tb PYK inh: blocks Trypanosoma brucei pyruvate kinase; Potency, µM (highest dose often 76.8 µM), for inactives: top-dose activity, negative = inhibition, usual class: inhibitors; TbPYK enzyme, Kinase-Glo Plus ATP luminescence, 45 min; hit rate 0.12% among 410,000; Q57TT1; also: potency is read from the fitted curve at half-maximal effect; nearly all actives have a fitted effect of over 50% in size
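ADP (130 uM final) triggers the TbPYK reaction after compound addition; incubation is 45 min at room temperature. Kinase-Glo Plus is then added and luminescence imaged. Normalized data are fitted to concentration-effect curves.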
HCMV antiviral: human cytomegalovirus inhibition | HFF cells, HCMV-luciferase reporter, 72 h; hits give low values | AID 1259415 | activity change, negative = inhibition, % at 57.5 µM | hit rate 4.5% among 410,000; in the data active = activity change below about -60%; inconclusive = no clear call, values can overlap the other calls; inactive = above about -39%
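Compounds were evaluated in HFFs infected with an HCMV luciferase reporter virus (MOI 1 PFU/cell). Luciferase in lysates collected 72 h post infection served as the replication measure.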
* = called active by the depositor; ? = inconclusive; / = not tested or not shown; [ ] = dose if it differs, or a comment. Unless noted, calls follow the shape of the dose curve; as a rule, active = well fitted curve in the direction sought with a large enough effect; inconclusive = small, poorly fitted or top-dose-only effect, or another doubt; inactive = no such curve, though single readings can be large; an effect the other way counts as inactive or inconclusive. Unless noted, % is scaled to controls: 0 for no effect and ±100 for the full control effect.

Structure	AmpC no deterg	AmpC inh detg	LmPK inh	AMA1 RON2 block	Sm TGR inh	Tb PYK inh	HCMV antiviral
COc1ccccc1CNCC(O)(c1ccc(F)cc1)c1ccc(F)cc1	-10%	2%	2%	4%	-11%	3%	-35
CCC(C)[C@H]1CNC(=S)N1CCc1cc(C(F)(F)F)cc(C(F)(F)F)c1 (stereo not given in full)	-11%	18%	9%	27%	-6%	-4%	-15
Cc1csc(NC(=O)CSc2nnc(-c3ccco3)n2C)n1	-11%	-7%	0%	3%	-24%	-1%	11
CC(=O)Nc1ccc(N2C(=O)CC(N3CC(C)OC(C)C3)C2=O)cc1 (stereo not given)	-4%	-11%	3%	20%	22µM*	3%	-2
OCC[C@@H]1C[C@H](O)[C@@H](O)[C@]2(Cc3ccccc3O2)O1	-8%	-12%	-10%	4%	0%	-9%	/
Cc1c(Cl)cccc1N/C(=N/S(=O)(=O)c1cccs1)c1ccccc1	-36%	-2%	10%	-4%	0%	2%	-4
CC(=O)N1Cc2ccccc2C(C)CC12CCCCC2 (stereo not given)	10%	-9%	-3%	-11%	-16%	-13%	-3
COc1ccc(S(=O)(=O)N(C)C[C@H]2Oc3c(NC(=O)Nc4ccc(C(F)(F)F)cc4)cccc3C(=O)N([C@H](C)CO)C[C@@H]2C)cc1	169%[activator]	/	/	-4%	/	-5%	/
COc1ccc(-c2[nH]ncc2/C=C(/C#N)C(=O)NC2CCCCC2)cc1	-25%	3%	1%	?	17%	3%	-34
O=C(O)C1(C(=O)O)CCC2(CCCCC2)CC1	/	/	/	3%	/	1%	-18
COC(=O)[C@]1(Cc2ccccc2)N[C@H](CN(C)S(=O)(=O)c2ccc(OC(F)(F)F)cc2)[C@@H]2C(=O)N(C)C(=O)[C@@H]21	135%[activator]	/	/	7%	/	-1%	0
O=C(Nc1ccc(C(F)(F)F)cc1)c1cc(S(=O)(=O)NCC2COc3ccccc3O2)ccc1F (stereo not given)	-30%	3%	2%	-9%	-3%	3%	-26
CCCN(CCC)C(=O)CSc1nc2n[nH]c(C)c2c(=N)n1-c1ccc(OC)cc1	173%[activator]	1%	8%	-3%	1%	-5%	28
CCOc1ccc2[nH]c3c(=O)n(CCC4=CCCCC4)cnc3c2c1	-17%	11%	4%	9%	26%	10%	-22
O=C(NCc1ccccc1)C1c2ccccc2OCC(=O)N1Cc1cccnc1 (stereo not given)	/	/	/	18%	/	6%	9
CCc1noc(-c2ccc(N3CCCCC3C)c([N+](=O)[O-])c2)n1 (stereo not given)	/	20%	/	/	1%	-25%	55
COc1ccccc1NC(=O)COC(=O)c1cnccn1	-16%	3%	-1%	-7%	0%	3%	45
CCOC(=O)c1cnc2ccccc2c1Nc1ccc(C(=O)O)cc1	-27%	-5%	-3%	-27%	48%[activator]	-16%	-3
COc1ccc(/C=C/C(=O)Nc2ccccc2C(N)=O)cc1S(=O)(=O)N1CCOCC1	-14%	-9%	/	-16%	-9%	1%	-23
CCn1cc2nc(SCc3ccc(F)cc3)n(Cc3ccc(Cl)cc3)c(=O)c2n1	/	4%	/	/	-1%	-8%	2
CNc1ccc(Br)cc(C(=O)/C=C/c2ccc(Cl)cc2Cl)c1=O	-53%	7%	-1%	-22%	3.5µM*	-4%	23
CC(=O)c1cc(-c2ccccc2)n(CCC(=O)Nc2cc(C)cc(C)c2)c1C	/	-4%	/	/	0%	-14%[15.4 µM]	0
C[C@@H]1CNC(=O)c2c(C(=O)NCc3ccc(CNC(=O)OC(C)(C)C)cc3)ncn21	/	/	/	64%[activator]	/	-13%	-22
COc1ccccc1NC(=O)C1CCN(S(=O)(=O)c2ccc3c(c2)NC(=O)C(C)S3)CC1 (stereo not given)	-26%	-1%	4%	15%	-8%	28%	0
CCCNC(=O)c1nc(C)n(-c2cc(Cl)cc(Cl)c2)n1	-11%	2%	0%	-6%	-18%	0%	4
Cc1noc(C)c1COC(=O)c1ccc2c(c1)OCCO2	-21%	-7%	-10%	0%	4%	4%	-7
O=C(NN=Cc1c(F)cccc1F)c1ccccc1NS(=O)(=O)c1cccs1	-27%	/	/	12%	/	1%	-14
CCn1nc(C)c2c(-c3ccccc3)cc(=O)n(C(C)C(=O)NCCc3ccccc3)c21 (stereo not given)	/	5%	/	/	13%	-2%	-18
CCOC(=O)c1sc(NC(=O)CSc2ncccn2)c(C#N)c1C	-13%	-1%	-8%	13%	-1%	1%	-18
O=C(NCCCSc1ccccc1)c1cnc(Cl)c(Cl)c1	-39%	2%	-2%	9%	6%	-2%	4

As entered above.
O=C(NCc1ccccc1)C1c2ccccc2OCC(=O)N1Cc1cccnc1 (stereo not given) in HCMV antiviral reads 9
Cc1noc(C)c1COC(=O)c1ccc2c(c1)OCCO2 in HCMV antiviral reads -7
CCCN(CCC)C(=O)CSc1nc2n[nH]c(C)c2c(=N)n1-c1ccc(OC)cc1 in Sm TGR inh reads 1%
Cc1csc(NC(=O)CSc2nnc(-c3ccco3)n2C)n1 in Sm TGR inh reads -24%
COc1ccccc1CNCC(O)(c1ccc(F)cc1)c1ccc(F)cc1 in LmPK inh reads 2%

The results go on.
Structure	AmpC no deterg	AmpC inh detg	LmPK inh	AMA1 RON2 block	Sm TGR inh	Tb PYK inh	HCMV antiviral
O=C1CC(C(=O)N2CCCc3ccccc32)CN1c1ccc(F)cc1 (stereo not given)	2%	-1%	-5%	-7%	-1%	-10%	-6
CCCCOc1ccc(CNC(=S)N/N=C/c2ccc(OC)c(OC)c2)cc1	-20%	-11%	-3%	15%	-13%	3%	8
CCOc1ccc(-n2c(SC)nc3c(c2=O)SCC3)cc1	-6%	5%	0%	-1%	-1%	-25%	-13
CC(C)OC(=O)CC(=O)c1sc2nc3c(cc2c1N)CN(C)CC3	46%	?	-7%	?	?	-1%	/
CCc1cc(C(=O)OC)c(NC(=O)CC2NCCNC2=O)s1 (stereo not given)	-4%	-15%	-14%	0%	-4%	6%	1
CCSc1nnc(NC(=O)CSc2nnc(Cc3cccn3C)n2CCc2ccccc2)s1	11%	1%	3%	-9%	0%	-1%	16
CCOc1ccc(S(=O)(=O)NCCC(=O)NCc2cccnc2)cc1	-23%	-8%	/	-18%	-2%	2%	-8
CCCS(=O)(=O)NC(=O)C1(C)CCN(C(=O)c2cc(C)oc2C)C1 (stereo not given)	/	/	/	0%	/	-9%	3
CC1=C(C(=O)N2CCCC(CCC(=O)NCc3ccc(F)c(F)c3)C2)OCCO1 (stereo not given)	23%	4%	1%	-6%	21%	0%	-13
O=C1C(=O)N(CNc2cccnc2)c2ccccc21	-1%	?	1%	12%[2.32 µM]	-2%	-11%	-24
COc1cc(C2c3c(-c4ccccc4)n[nH]c3C(=O)N2c2ccc(C(=O)O)cc2)ccc1O (stereo not given)	-25%	7%	3%	2%	?	-6%	/
O=C1c2ccccc2C(=O)c2c1cccc2N1CCN(CCO)CC1	2%	6%	-11%	-20%	0%	-14%	?
Cc1ccc(CC(=O)O/N=C(\N)c2ccncc2)cc1	21%	2%	0%	17%	0%	4%	6
COc1ccc(C(C)=O)cc1COc1cccc2c1OC(C)(C)C2	-18%	6%	-8%	1%	-20%	0%	-23
COCCSc1ccccc1C(=O)N1CCc2ccccc21	2%	4%	0%	-6%	-14%	10%	27
COCC(O)Cn1ccnc1[N+](=O)[O-] (stereo not given)	/	/	/	-13%	/	-2%	-28
COc1ccc(F)cc1S(=O)(=O)Nc1cc2c3c(c1)CCN3C(=O)CC2	-10%	6%	/	-7%	6%	1%	17
O=C(CCSc1nnc(-c2ccncc2)o1)Nc1ccccc1Cl	/	3%	-2%	-6%	0%	-9%	-11
CN1C(C(=O)NCc2cccc(C(F)(F)F)c2)CC2Cn3c(nc4cc(Cl)c(Cl)cc43)C21 (stereo not given)	121%[activator]	-8%	2%	2%	0%	-10%	-1
CC1(C(=O)NS(=O)(=O)c2cccc(Cl)c2)CCN1C(=O)c1ccccc1CCc1ccccc1 (stereo not given)	/	/	/	-9%	/	-4%	-15
COc1ccccc1S(=O)(=O)N1CCNC(=O)C1	-14%	/	/	12%	/	2%	11
CCOC(=O)c1ccc(NC(=O)CC2C(=O)N(c3ccccc3)C(=O)N2Cc2ccc(C)cc2)cc1 (stereo not given)	/	1%	/	/	14%	1%	12
Cc1cccc(-n2nc(C)c3c2NC2=C(C(=O)CCC2)C3c2ccccn2)c1 (stereo not given)	107%[activator]	6%	-1%	2%	?	-11%	-38
CCOC(=O)c1c(C)c(C(=O)NCc2ccc(OC)cc2)c(C)n1C	11%	3%	2%	-11%	1%	2%	-39
O=c1[nH]c(=S)[nH]c2c1C(c1ccc(F)cc1)OC(CCOCc1ccccc1)C2 (stereo not given)	/	/	/	106%[activator]	/	-3%	-10
O=C(O)[C@H](Cc1ccccc1)N1Cc2ccccc2C1=O	-19%	?	8%	-7%	3%	-3%	-20
O=C(Nc1ccccc1)c1cccc2c(Br)cccc12	-49%	-9%	1%	4%	-5%	7%	11
CN(C)C(=O)CCc1ccc2c3c([nH]c2c1)[C@]1(CCC2CCCC2)[C@@H](C(=O)N2CCOCC2)C[C@H](CC(=O)NCCC2=CCCCC2)C(=O)N1CC3	284%[activator]	/	/	?	/	-1%	-25
CC(C)c1ccc(O)c(NC(=O)c2cncc(Br)c2)c1	-37%	0%	-1%	9%	-20%	/	57
N#CCCn1cc(C(=O)Nc2ccc(C(=O)O)cc2)c(-c2cc3ccccc3o2)n1	-15%	3%	2%	5%	/	-7%	-1
O=C(Cn1cc(SCc2cccc(Cl)c2)c2ccccc21)N1CCCCCC1	/	16%	/	/	8%	1%	-26
O=C(CSc1nnc(-c2cccc(Cl)c2)o1)N1CCc2ccccc21	/	6%	/	/	0%	-5%	9
CCOc1ccc(NC(=O)NCCCN2CCN(c3ccc(OC)cc3)CC2)cc1	/	12%	/	/	2%	2%	1

Exported with values under each structure: part of the list above
Order of values – AmpC no deterg, AmpC inh detg, LmPK inh, AMA1 RON2 block, Sm TGR inh, Tb PYK inh, HCMV antiviral
- CCOc1ccc(-n2c(SC)nc3c(c2=O)SCC3)cc1
    -6%, 5%, 0%, -1%, -1%, -25%, -13
- CCOc1ccc(NC(=O)NCCCN2CCN(c3ccc(OC)cc3)CC2)cc1
    /, 12%, /, /, 2%, 2%, 1
